# Screening data (PubChem)
# Cycloheximide cs: affects cycloheximide protein synthesis inhibition readout, counter-screen; max response, %; 300,000 tested, 12% active; AID 2314; cell reporter, cycloheximide protein synthesis inhibition counterscreen; in the data active = max response mostly above about 13%, no sharp cut-off; inactive = mostly below about 14%; also: read at 38.3 µM for the half of the compounds with a filed dose; 0% is about no effect
# Pf growth 96h: P. falciparum growth inhibition at 96 hours | P. falciparum luciferase reporter growth, 96 h | Potency, µM (series often up to 28.7 µM), inactives show at the highest dose activity change, negative = inhibition, actives largely listed as inhibitors | 320,000 tested, 6.9% active | AID 504834; also: potency is read from the fitted curve at half-maximal effect; % is scaled to controls: 0 for no effect and ±100 for the full control effect
#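 96 h incubation, 37 C, 5% CO2, of luciferase-reporter P. falciparum-infected RBCs (2% hematocrit, 0.05% parasitemia final) with test compounds; endpoint luminescence.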
# Shiga inhibitor: blocks Shiga toxin action in Vero cells; Vero cells, Shiga toxin protein synthesis inhibition reporter; inhibition, % at 38.7 µM; 290,000 tested, 9.2% active; in the data active = inhibition mostly above about 28%, no sharp cut-off; inactive = mostly below about 43%; also: 0% is about no effect
# LmPK inh: blocks Leishmania mexicana pyruvate kinase activity | Q27686 | purified LmPK, Kinase-Glo ATP luminescence, 1 h | Potency, µM (highest dose often 57.5 µM), inactives show at the highest dose activity change, negative = inhibition, hits mostly inhibitors | 290,000 tested, 0.37% active | AID 1721; also: potency is read from the fitted curve at half-maximal effect; % is scaled to controls: 0 for no effect and ±100 for the full control effect
# Target sequence (Q27686 whole entry, looked up): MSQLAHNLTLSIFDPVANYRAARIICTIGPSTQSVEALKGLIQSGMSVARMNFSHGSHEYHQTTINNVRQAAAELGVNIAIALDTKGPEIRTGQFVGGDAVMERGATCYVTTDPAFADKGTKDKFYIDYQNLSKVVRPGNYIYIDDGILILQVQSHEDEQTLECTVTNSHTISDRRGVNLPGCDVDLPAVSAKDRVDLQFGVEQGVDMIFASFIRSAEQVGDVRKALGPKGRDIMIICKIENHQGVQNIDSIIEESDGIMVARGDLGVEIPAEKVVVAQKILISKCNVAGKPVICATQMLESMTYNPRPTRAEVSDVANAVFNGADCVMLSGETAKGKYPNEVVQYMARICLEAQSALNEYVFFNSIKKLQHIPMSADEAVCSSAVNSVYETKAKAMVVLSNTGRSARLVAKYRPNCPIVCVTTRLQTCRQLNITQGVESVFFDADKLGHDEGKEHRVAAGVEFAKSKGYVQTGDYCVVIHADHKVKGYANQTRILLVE
#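 Screened at intermediate enzyme activity to detect both inhibitors and activators: LmPK at 0.1 nM, with a 0.5 nM enzyme column as activation reference. PEP 0.5 mM, ADP 0.1 mM; ATP detected by luminescence after 1 h.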
# TbPYK inhibitor: inhibitors of Trypanosoma brucei pyruvate kinase; Q57TT1; TbPYK enzyme, Kinase-Glo Plus ATP luminescence, 45 min; Potency, µM (doses to about 76.8 µM), without a hit: at the top dose activity, negative = inhibition, most hits filed as inhibitors; 410,000 tested, 0.12% active; also: potency is read from the fitted curve at half-maximal effect; % is scaled to controls: 0 for no effect and ±100 for the full control effect; nearly all actives have a fitted effect of over 50% in size
#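 Readout: single end-point luminescence (Kinase-Glo Plus, 10 min). Reaction conditions were TbPYK/substrate plus 130 uM ADP, 45 min at RT, pH 7.2 TEA buffer. No-enzyme wells served as controls, and data were normalized before concentration-response fitting.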
# Pf growth 48h: P. falciparum growth inhibition at 48 hours (one generation); Potency, µM (doses to about 28.7 µM), without a hit: at the top dose activity change, negative = inhibition, actives largely listed as inhibitors; 310,000 tested, 5.9% active; P. falciparum luciferase growth in erythrocytes, 48 h; also: potency is read from the fitted curve at half-maximal effect; % is scaled to controls: 0 for no effect and ±100 for the full control effect
#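 Parasite viability was followed by luminescence of a genomically integrated firefly luciferase. Cultures held 0.1% parasitemia at 2% hematocrit (final), incubated under 5% CO2 at 37 C.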
# HCV inh: inhibitors of hepatitis C virus infection | Potency, µM (series often up to 41.8 µM), for inactives: at the top dose activity change, negative = inhibition, actives largely listed as inhibitors | 340,000 tested, 3.4% active | Huh7.5.1 HCVcc-Cre infection, luciferase reporter, 44 h; also: potency is read from the fitted curve at half-maximal effect; % is scaled to controls: 0 for no effect and ±100 for the full control effect
#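 After 44 h co-culture of compound, cells and HCVcc-Cre (~0.5 moi), substrate is added for 15 min at room temperature and luciferase measured over 15 sec. Cells were seeded at 1,000/well and pre-cultured 4 h.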
# * = called active by the depositor; ? = inconclusive; . = not tested or not shown; & = joins results of further samples; [ ] = dose if it differs, or a comment. Unless noted, calls follow the shape of the dose curve; as a rule, active = well fitted curve in the direction sought with a large enough effect; inconclusive = small, poorly fitted or top-dose-only effect, or another doubt; inactive = no such curve, though single readings can be large; an effect the other way counts as inactive or inconclusive.
# Screens in order: Cycloheximide cs	Pf growth 96h	Shiga inhibitor	LmPK inh	TbPYK inhibitor	Pf growth 48h	HCV inh
- S=C1NCN(Cc2cccnc2)CN1c1cccc2ccccc12
    -2.6	2.6%	-12.1	6.1%	5.4%	-3.8%	-3.0%
- CCN(CC)S(=O)(=O)c1cccc(NC(=O)COC(=O)C2COc3ccccc3O2)c1 (configuration not stated)
    -1.2	16.9%	-6.3	2.1%	-3.9%	-1.2%	-0.1%
- CCn1cc(/C=C/C(=O)Nc2c(C)nn(Cc3ccccc3C)c2C)cn1
    6.1	-8.4%	17.3	13.7%	36.7%[activator]	0.2%	9.8%
- COc1ccc(C2=NO[C@@H]3C(=O)N(Cc4ccccc4)C(=O)[C@H]23)cc1OC
    -4.4	.	-9.3	0.8%	-1.0%	14.1%	14.7%
- CC1(Cc2cn(CCC#N)c3ccccc23)OCCO1
    -3.2	.	20.1	2.2%	-10.5%	3.1%	-3.3%
- O=C(O)CCC(=O)Nc1ccc2c(c1)oc1ccccc12
    8.9	10.3%	-7.1	0.3%	-0.8%	14.8%	13.8%
- Cc1ccc(C)c(N2CCN(C(=O)c3cccn4c(=O)c5sccc5nc34)CC2)c1
    -2.5	-21.9%	-14.2	5.7%[11.5 µM]	-0.1%	?	?
- COc1ccc([N+](=O)[O-])cc1NC(=O)C(C)OC(=O)C1CC(=O)N(Cc2ccco2)C1 (configuration not stated)
    .	27.2%	.	.	4.3%	-29.3%	-12.7%
- Cc1c(C(=O)O)sc2nc(-c3cccs3)cc(C(F)(F)F)c12
    -1.6	-24.6%	33.2	-7.5%	-6.4%	13.7%	8.9%
- CCc1sc(NC(=O)CCC(=O)O)nc1-c1cc2ccccc2oc1=O
    9.4	17.6%	2.5	-7.1%	7.1%	0.3%	7.3%
- COc1ccc(-c2nc(-c3ccc(NC(=O)c4ccc(Br)o4)cc3)no2)cc1OC
    29.1*	?	46.1*	-6.5%	-7.4%	?	?
- Cc1ccc(S(=O)(=O)N2CCOCC2)cc1NC(=O)COC(=O)Cn1c(C)csc1=O
    .	5.2%	.	.	0.2%	-7.4%	2.7%
- CCOC(=O)c1cnc(SCC(=O)OCC(=O)N(CC)C2CCS(=O)(=O)C2)nc1N (configuration not stated)
    .	15.1%	.	.	-2.7%	?	18.7%
- CC1CC(C)CN(CC(=O)Nc2ccc(S(N)(=O)=O)cc2)C1 (configuration not stated)
    -2.7	1.1%	-2.1	-1.0%	-1.2%	27.2%	-8.8%
- Cc1ccc(C(=O)N(CC(=O)NC2CCCC2)c2ccc3c(c2)OCCO3)s1
    9.7	13.1µM*	-17.8	-8.5%	5.4%	-15.1%	?
- Cc1cc(NS(=O)(=O)c2ccc(NC(=O)C(C)N3C(=O)c4ccccc4C3=O)cc2)nc(C)n1 (configuration not stated)
    -3.7	?	-5.4	-4.3%	-0.8%	-1.4%	-9.2%&22.1%
- Cc1ccc[n+](CC(=O)c2ccc(Br)cc2)c1
    -1.7	-24.0%	-8.3	0.0%	-6.8%	1.2%	8.9%
- CCc1ccc(-c2csc3ncn(CC(=O)N4CCOCC4)c(=O)c23)cc1
    -3.0	?	-16.8	2.6%	-4.1%	.	15.9%
- C=CCn1c(=O)/c(=C/c2ccc(Cl)cc2)s/c1=C(/C#N)c1nnc2n1CCCCC2
    -5.2	32.8%[activator]	-6.7	4.7%	1.6%	-2.8%	?
- O=C(CSc1nnc(-c2cc(-c3cccs3)nc3ccccc23)o1)NC1CCCCC1
    -3.0	?	-14.7	2.0%	-7.5%	.	3.5%
- CC1=C(C(=O)Nc2ccc(C)cc2C)C(c2cccs2)NC(=S)N1 (configuration not stated)
    -1.0	?	-8.0	-2.7%	1.2%	-9.0%	-12.8%
- Cc1ccccc1NC(=O)CNC(=O)c1ccc(C(F)(F)F)cc1
    11.5	69.0%[activator]	26.6	-2.8%	-4.4%	16.6%	-14.3%
- O=C1N(c2ccc3c(c2)OCCO3)C(c2ccccc2)C1(F)F (configuration not stated)
    -3.4	15.0%	-6.9	5.9%	-11.0%	10.2%	11.8%
- Cc1cnc(C(=O)OCC(=O)C23CC4CC(CC(C4)C2)C3)cn1
    2.3	-3.6%	0.3	1.7%	0.3%	3.0%	8.8%
- CCn1nnc(NC(=O)C(C)(c2ccccc2)c2ccccc2)n1
    1.4	-2.2%	-8.5	5.4%	1.7%	-6.4%	3.7%
- CCCCCCCNc1nc(Cl)nc(NCCO)n1
    8.5	-8.4%	-5.8	1.1%	-10.5%	-2.1%	1.1%
- CCOC(=O)C1=c2/c(=C/c3ccncc3)c(N)c(C(=O)OC)n2C(=O)C(c2ccncc2)S1 (configuration not stated)
    -2.2	-38.6%[5.75 µM]	-2.5	0.0%	-1.3%	-14.2%	-25.4%
- O=C(Nc1ccc(Cl)cn1)c1ccc(COc2ccccc2Br)o1
    60.8*	-1.8%	162.2*	7.3%	3.9%	79.1%[activator]	-14.0%
- Cc1nn(C)c(C)c1NS(=O)(=O)c1ccccc1Cl
    .	18.7%	.	.	0.9%	5.4%	3.8%
- O=C(Cn1nc2sc3ccccc3n2c(=O)c1=O)c1ccc(Cl)cc1
    1.8	32.8%[activator]	8.7	-3.2%	0.2%	21.3%	12.2%
- O=C(CSCc1cnn(-c2ccccc2)c1-n1cccc1)NCc1cccs1
    -0.8	4.65µM*	-6.6	4.2%	-2.5%	.	-29.6%
- COc1cc(/C=N/NC(=O)CCc2n[nH]c(=O)[nH]c2=O)cc(OC)c1OC
    -2.5	33.7%[activator]	-13.9	-4.4%	-5.3%	12.9%	10.7%
- CSc1nc2cc(C)nn2c(-c2ccc(C(C)(C)C)cc2)c1C#N
    1.5	45.0%[activator]	-5.5	2.7%	0.1%	?	?
- Cc1cc(C)n2c(SCCO)nnc2n1
    0.8	30.6%[activator]	5.1	-1.8%	-3.5%	9.0%	18.3%
- Cc1ccc2[nH]c(=S)n(-c3cccnc3)c(=O)c2c1
    -1.0	9.9%	-26.3	0.5%	-14.5%	10.1%	15.3%
- CCn1cc(SCC(=O)NC2CCCC2)c2ccccc21
    4.9	?	11.2	-0.3%	-4.9%	7.38µM*	-21.0%
- Cc1nc(S(=O)(=O)c2ccc(Cl)cc2)c(N(C)C)o1
    11.4	58.3%[activator]	-4.9	6.8%	-4.1%	32.1%	9.1%
- O=C(O)CCC(=O)NC1CCCCCCC1
    -2.1	.	24.2	0.2%	2.7%	22.4%	20.3%
- O=c1ccc2cc(O[C@H]3O[C@@H](CO)[C@@H](O)[C@@H](O)[C@@H]3O)c(O)cc2o1
    .	-16.3%[12.8 µM]	.	.	2.8%[33.2 µM]	-8.4%[12.8 µM]	.
- COc1cc(C)c(S(=O)(=O)N2CCOCC2)cc1C
    -1.2	11.9%	10.2	-0.2%	-3.4%	-13.7%	17.7%
- COc1ccc(C(=O)NCC2OCCc3ccccc32)c(O)c1 (configuration not stated)
    23.5*	.	46.9*	-12.7%	5.7%	?	-16.0%
- Cc1[nH]c2ccccc2c1C(=O)C(=O)N1CC2CC(C1)c1cccc(=O)n1C2 (configuration not stated)
    -3.1	?	4.4	-2.7%	-7.2%	?	-2.4%
- CC1CCCCC1NC(=O)c1cccc(NC2=NC3CS(=O)(=O)CC3S2)c1 (configuration not stated)
    -2.3	-3.9%	8.1	-3.3%	4.0%	-7.7%	4.6%
- O=C(N/N=C/c1nn(-c2ccccc2)cc1-c1ccc(Cl)cc1)c1ccncc1
    9.1	?	17.3	4.6%	.	2.08µM*	.
- CCOc1ccc(-c2nnc3ccc(SCC(=O)Nc4nc5ccc(C)cc5s4)nn23)cc1
    -2.9	?	-5.5	0.8%	-7.2%	?	-4.1%
- C=C(C)CCC(C)N1CCC(n2nccc2NC(=O)CCCc2ccccc2)CC1 (configuration not stated)
    6.2	-4.5%	14.2	7.1%	-12.3%	?	-7.2%
- Cc1ccc(C2CC(c3cccs3)=NN2C(=O)CCl)cc1 (configuration not stated)
    42.7*	1.85µM*	42.7*	0.4%	-7.0%	13.1µM*	2.82µM*
- CCCN(CCC)S(=O)(=O)c1ccc(C(=O)NCc2n[nH]c(=S)n2-c2ccc(Cl)c(Cl)c2)cc1
    -1.7	-24.5%	-7.4	1.2%	-15.3%	?	9.4%
- c1ccc(-n2nnnc2SCc2cn3ccccc3n2)cc1
    5.1	.	8.4	2.3%	-1.1%	16.9%	12.3%
- C[C@@H]1CN(c2nc3nonc3nc2N2CCSCC2)C[C@H](C)O1
    0.4	?	-4.6	1.3%	1.8%	-18.9%	13.1%

# The list goes on; the last two above are carried over.
# Screens in order: Cycloheximide cs	Pf growth 96h	Shiga inhibitor	LmPK inh	TbPYK inhibitor	Pf growth 48h	HCV inh
- c1ccc(-n2nnnc2SCc2cn3ccccc3n2)cc1
    5.1	.	8.4	2.3%	-1.1%	16.9%	12.3%
- C[C@@H]1CN(c2nc3nonc3nc2N2CCSCC2)C[C@H](C)O1
    0.4	?	-4.6	1.3%	1.8%	-18.9%	13.1%
- COc1ccc(N=c2oc3c(OC)cccc3cc2C(=O)NCc2ccco2)cc1OC
    10.8	118.5%[activator]	27.7	-1.4%	3.7%	?	?
- Cc1nc(-c2cccnc2)sc1C(N)=O
    1.7	2.9%	-8.6	-1.6%	6.7%	9.2%	36.9%[activator]
- CCOC(=O)C1CCCCN1Cc1ccc(F)c(Br)c1 (configuration not stated)
    -1.9	?	-9.7	1.6%	8.5%	.	21.1%
- CCCCCNc1nc(-c2ccccc2)cs1
    41.6*	.	80.1*	-15.4%	.	-5.7%	.
- O=C(CSCc1c(Cl)cccc1Cl)Nc1cccnc1
    -2.3	33.3%[activator]	-29.4	14.3%	-12.4%	2.9%	-5.9%
- CCc1ccc(/C=C2/C(=O)N(CC)C(=S)N2C)s1
    3.3	-16.7%	27.8	-9.0%	2.6%	7.1%	0.0%
- O=C(Cn1c2c(c(=O)n3ncnc13)CCC2)N/N=C/c1cccs1
    -2.6	0.0%	4.3	-3.7%	2.2%	41.2%[activator]	17.8%
- O=C(CN1CCN(S(=O)(=O)N2CCCCC2)CC1)Nc1cc(Cl)ccc1Cl
    -2.3	11.9%	-23.0	5.9%	4.9%	-19.5%	-25.6%

# One compound at a time, as listed above. Order of screens: Cycloheximide cs | Pf growth 96h | Shiga inhibitor | LmPK inh | TbPYK inhibitor | Pf growth 48h | HCV inh
# `Cc1nc(-c2cccnc2)sc1C(N)=O` is listed with 1.7 | 2.9% | -8.6 | -1.6% | 6.7% | 9.2% | 36.9%[activator]
# `O=C(CN1CCN(S(=O)(=O)N2CCCCC2)CC1)Nc1cc(Cl)ccc1Cl` is listed with -2.3 | 11.9% | -23.0 | 5.9% | 4.9% | -19.5% | -25.6%
# `CCc1ccc(/C=C2/C(=O)N(CC)C(=S)N2C)s1` is listed with 3.3 | -16.7% | 27.8 | -9.0% | 2.6% | 7.1% | 0.0%
# `O=C(CSCc1c(Cl)cccc1Cl)Nc1cccnc1` is listed with -2.3 | 33.3%[activator] | -29.4 | 14.3% | -12.4% | 2.9% | -5.9%
# `CCOC(=O)C1CCCCN1Cc1ccc(F)c(Br)c1` (configuration not stated) is listed with -1.9 | ? | -9.7 | 1.6% | 8.5% | . | 21.1%
